# ATXN viability: viability counter-screen for ATXN expression inhibitors; actives 0.49% (n = 400,000); Potency, µM (top dose mostly 56.7 µM), actives largely listed as cytotoxic; S2 cells (HEK-293 line with an ATXN2-luciferase reporter) viability, CellTiter-Fluor protease fluorescence, 24 h; further: potency means the concentration at half of the fitted maximal effect; nearly all actives have a fitted effect of over 40% in size
# ATXN2 expr inh: ATXN2 expression inhibition. HEK-293 ATXN2-luciferase reporter, luminescence, 24 h. Potency, µM (series often up to 57 µM), inactives show top-dose activity change, negative = inhibition, actives largely listed as inhibitors. actives 0.72% (n = 360,000). AID 1745845; further: potency means the concentration at half of the fitted maximal effect; on the % scale 0 is the no-effect control and ±100 the full control effect; nearly all actives have a fitted effect of over 55% in size
#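 qHTS (up to 57 uM final) was run with 24 h compound exposure of reporter cells at 37 °C. Each well was multiplexed: SteadyGlo luminescence measured ATXN2-luciferase expression after a fluorogenic Gly-Phe-AFC viability readout (25 uM final).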
# EPAC2 ag: EPAC2 (human) agonism | Potency, µM (series often up to 154 µM), for inactives: top-dose activation, actives largely listed as activators | actives 0.079% (n = 360,000) | EPAC2 activation, biochemical qHTS; response scale: 100% = 6.5 mM cAMP response; further: potency means the concentration at half of the fitted maximal effect; nearly all actives have a fitted effect of over 50% in size
# Target sequence (Q8WZA2 whole entry, looked up): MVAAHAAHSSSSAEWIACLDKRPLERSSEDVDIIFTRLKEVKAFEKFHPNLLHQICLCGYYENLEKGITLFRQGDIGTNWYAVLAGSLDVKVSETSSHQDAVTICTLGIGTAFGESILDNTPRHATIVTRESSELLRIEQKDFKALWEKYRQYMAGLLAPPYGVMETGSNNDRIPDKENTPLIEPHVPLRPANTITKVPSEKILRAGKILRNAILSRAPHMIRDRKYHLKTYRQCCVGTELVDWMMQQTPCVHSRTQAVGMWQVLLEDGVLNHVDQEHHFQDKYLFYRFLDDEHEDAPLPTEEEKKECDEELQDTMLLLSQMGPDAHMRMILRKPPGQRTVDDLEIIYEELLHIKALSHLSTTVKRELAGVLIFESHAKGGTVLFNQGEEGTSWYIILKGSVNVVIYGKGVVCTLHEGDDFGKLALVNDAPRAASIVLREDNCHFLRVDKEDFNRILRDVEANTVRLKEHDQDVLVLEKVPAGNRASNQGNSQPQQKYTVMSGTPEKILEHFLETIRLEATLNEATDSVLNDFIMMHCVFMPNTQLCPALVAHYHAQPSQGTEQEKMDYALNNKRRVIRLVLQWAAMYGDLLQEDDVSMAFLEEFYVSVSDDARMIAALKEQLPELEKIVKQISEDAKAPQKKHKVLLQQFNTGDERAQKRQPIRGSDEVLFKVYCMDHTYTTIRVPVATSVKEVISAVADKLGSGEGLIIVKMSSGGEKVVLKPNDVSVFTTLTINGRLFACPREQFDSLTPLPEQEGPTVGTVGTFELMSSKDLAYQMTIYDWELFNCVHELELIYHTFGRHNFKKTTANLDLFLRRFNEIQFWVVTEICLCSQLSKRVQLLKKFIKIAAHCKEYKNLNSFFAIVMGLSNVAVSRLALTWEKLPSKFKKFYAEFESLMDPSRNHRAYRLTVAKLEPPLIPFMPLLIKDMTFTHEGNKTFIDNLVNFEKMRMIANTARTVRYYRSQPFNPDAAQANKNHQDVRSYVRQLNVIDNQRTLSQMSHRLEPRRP
#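 Fluorescence exchange assay: 100 nM EPAC2 with 250 nM RAP1B-BODIPY-GDP and 50 uM GDP; compounds tested as a concentration-titration series (qHTS). Loss of Rap1-bound BODIPY-GDP fluorescence read at 480/540 nm; data normalized to 6.5 mM cAMP.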
# Nrf2 activator: activators of Nrf2 (ARE) signaling; AREc32 ARE-luciferase reporter (MCF7-derived line), luminescence, 24 h; Potency, µM (top dose mostly 46.1 µM), without a hit: at the highest dose activation, usual class: activators; actives 0.31% (n = 410,000); further: potency means the concentration at half of the fitted maximal effect; % of control where 0% means no effect; nearly all actives have a fitted effect of over 65% in size
#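 Quantitative high-throughput format: AREc32 reporter cells, 1000 per well, received compound by pin transfer and were incubated 24 hr at 37 deg C, 5% CO2, before Steady-Glo luminescence detection.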
# IL-2 act: activates IL-2 in a cell-based reporter assay; actives 0.065% (n = 360,000); IL-2 activation reporter assay, cell-based qHTS; stimulated with anti-CD3/CD4/CD28 beads; in transgenic mouse T cells; activation, % (series mostly up to about 46 µM); AID 652025; in the data active means activation above about 50%; inconclusive means mostly about 30% to 49%; further: 0% is about no effect
#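 Unstimulated transgenic mouse T cells, 750 per well, received compound and, after 60 minutes, anti-CD3/anti-CD4 bead plus anti-CD28 stimulation. EGFP and DsRed were quantified after 18 hours.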
# TGFb inhibitor: TGF-b pathway inhibition | actives 1.2% (n = 410,000) | HepG2 CAGA-GFP TGF-b/SMAD3 reporter, GFP fluorescence, 18 h; TGF-beta stimulated, 500 pg/mL final | AID 588855 | Potency, µM (doses to about 46.1 µM), for the others: at the highest dose activity, negative = inhibition, actives largely listed as inhibitors; further: potency means the concentration at half of the fitted maximal effect; on the % scale 0 is the no-effect control and ±100 the full control effect; nearly all actives have a fitted effect of over 65% in size
#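 Per well, imaged GFP fluorescence of HEPG2 CAGA-GFP cells gives the signal; cells get compound, then TGF-beta (500 pg/mL final), 18 h at 37 degrees C; %Activity versus -TGF-beta and +DMSO controls.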
# A549 tox: A549 cytotoxicity, counter-screen for Nrf2 inhibitors; A549 ARE-Fluc cells, CellTiter-Fluor viability, 18-24 h; Potency, µM (series often up to 46 µM), for inactives: at the top dose activity change, negative = cytotoxicity, usual class: inhibitors; actives 0.16% (n = 390,000); AID 504648; further: potency means the concentration at half of the fitted maximal effect; on the % scale 0 is the no-effect control and ±100 the full control effect
#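 A549 ARE-Fluc cells in 5% FBS OPTI-MEM, 5000 cells/well, rested 2 h then exposed to compounds in concentration-response for 18-24 h at 37 °C. Viability by CellTiter-Fluor fluorescence (Ex 405/Em 525) after 30 min; luciferase luminescence (BugLite, 15 min, RT) read afterwards.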
# Nrf2 block: inhibitors of Nrf2 signaling; A549 ARE-Fluc reporter, luciferase luminescence, 18-24 h; actives 2.1% (n = 360,000); Potency, µM (top dose mostly 46 µM), for the others: at the top dose activity change, negative = inhibition, most hits filed as inhibitors; further: potency means the concentration at half of the fitted maximal effect; on the % scale 0 is the no-effect control and ±100 the full control effect; nearly all actives have a fitted effect of over 60% in size
#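 Concentration-response testing used A549 ARE_Fluc cells at 5000 cells/well. Following an 18-24 h compound incubation, viability was read by fluorescence (Ex 405/Em 525) and luciferase output by luminescence.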
# HepG2 viability: counter-screen for TGF-b inhibitors: cytotoxicity in HepG2 cells. HepG2 CAGA-GFP viability, ATP luminescence, 18 h. Potency, µM (series often up to 46.1 µM), without a hit: top-dose activity change, negative = cytotoxicity, actives largely listed as cytotoxic. actives 0.76% (n = 410,000). AID 588856; further: potency means the concentration at half of the fitted maximal effect; some results filed as inactive show a strong effect at the top dose
#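 CellTiter-Glo luminescence gave cytotoxicity after 18 hours at 37 degrees C. The cells were HepG2 CAGA-GFP in 1% FBS DMEM, stimulated with 500 pg/mL TGF-beta after compound addition. %Activity was normalised to no-cell wells (complete cell-killing) and DMSO (no toxicity), and curves were fitted and classified.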
# Active calls of the source: *; i = inactive; ? = inconclusive; nt = not tested or not shown; [ ] = remark or other dose. Unless noted, the call rests on the fitted dose curve; in most records, active means well fitted curve in the direction sought with a large enough effect; inconclusive means small, poorly fitted or top-dose-only effect, or another doubt; inactive means no such curve, though single readings can be large; an effect the other way counts as inactive or inconclusive.
mol	ATXN viability	ATXN2 expr inh	EPAC2 ag	Nrf2 activator	IL-2 act	TGFb inhibitor	A549 tox	Nrf2 block	HepG2 viability
COc1ccc(CCn2ccc(O)c(Cc3c(F)cccc3Cl)c2=O)cc1OC	i	-5%	7%	0.2%	0.5	-23%	-6%	-7%	-30%
CC(=O)c1c(C)[nH]c(C(=O)COc2ccc(C#N)cc2)c1C	i	5%	-19%	0.5%	-0.8	13%	-14%	12µM*	-2%
O=c1[nH]cnc2nc3n(c12)CCCCC3	i	-8%	7%	-0.2%	0.0	-4%	10%	nt	10%
Cc1cc(S(=O)(=O)NC(=O)[C@H]2O[C@@H](n3cnc4c(N)ncnc43)[C@H](O)[C@@H]2O)ccc1Br	i	11%	-2%	0.3%	0.1	2%	nt	nt	-4%
Cc1cccc(NC(=O)CSc2nnc(-c3ccc(S(=O)(=O)N4CCCC4)cc3)o2)c1	i	0%	0%	0.3%	-2.5	-27%	2%	nt	7%
CC(NC(=O)c1ccccc1)C(=O)N/N=C/c1ccco1 (centres undefined)	i	-5%	16%	0.1%	-0.5	-2%	3%	25%	-27%
CC1(C(=O)NCc2ccc3c(c2)OCO3)CCN1C(=O)C1(c2ccc(Cl)cc2)CC1 (centres undefined)	i	-19%	20%	0.1%	-0.5	12%	nt	nt	-6%
COc1cccc2c1OCC([C@@H]1C[C@H]3CN(Cc4cccc(Cl)c4)C(=O)[C@]34CCCN14)=C2	?	-22%	5%	4.4%	-1.6	-19%	0%	-4%	-20%
CC(C)n1nc(C(=O)OCC(=O)NCCc2ccc(S(N)(=O)=O)cc2)c2ccccc2c1=O	i	7%	5%	-0.9%	-0.5	-1%	-1%	10%	8%
CCN(CC)c1ccc(CNCc2cccs2)cc1	i	11%	-3%	2.8%	-5.4	6%	14%	-14%	-7%
Cc1nnc(N2CCCC(C(=O)NCCc3ccccc3)C2)c2nn(-c3ccccc3)c(C)c12 (centres undefined)	13µM*	-25%	nt	8.7%	nt	-28%	?	-15%	-34%
COc1cccc(-c2cnc3c(NC(C)=O)cc(-c4ccc(S(C)(=O)=O)cc4)cn23)c1	?	?	2%	4.7%[9.22 µM]	-0.2	-5%	nt	nt	5%
CC(c1ccon1)N(C)C(=O)CCc1nnc(Cc2ccc(-c3ccccc3)cc2)o1 (centres undefined)	i	nt	12%	3.8%	-0.4	-19%	-1%	2%	-14%
OCCNc1nc2ccccc2n1-c1ccccc1	i	10%	-2%	-0.1%	1.3	-1%	3%	nt	-16%
CCOc1ccc(NC(=O)NC(CC)Cn2nnc3ccccc3c2=O)cc1 (centres undefined)	i	-8%	nt	4.5%	nt	?	2%	4%	-13%
Cc1c(C(=O)O)sc(=S)n1-c1ccc(Cl)cc1	i	4%	8%	-0.3%	0.4	13%	6%	-12%	25%
Cc1ccc(S(=O)(=O)N(C)C)cc1NC(=O)CN1c2cccc3cccc(c23)S1(=O)=O	i	0%	3%	0.0%	0.5	?	-13%	?	-11%
CCNc1nc(Oc2ccc(C(=O)OC)cc2)nc(N(C)C)n1	i	-12%	0%	0.2%	0.5	-1%	-4%	28%	0%
Cc1onc(-c2ccccc2)c1C(=O)N1CCN(c2ccccc2)CC1	i	-1%	-11%	0.4%	0.6	0%	-3%	-4%	-15%
Cc1ccc(C(=O)CC2(O)C(=O)N(C)c3ccccc32)s1 (centres undefined)	i	9%	6%	-0.3%	0.7	-7%	-2%	11%	10%

# Compounds above that contain an NH in an aromatic ring, in the order listed:
mol	ATXN viability	ATXN2 expr inh	EPAC2 ag	Nrf2 activator	IL-2 act	TGFb inhibitor	A549 tox	Nrf2 block	HepG2 viability
CC(=O)c1c(C)[nH]c(C(=O)COc2ccc(C#N)cc2)c1C	i	5%	-19%	0.5%	-0.8	13%	-14%	12µM*	-2%
O=c1[nH]cnc2nc3n(c12)CCCCC3	i	-8%	7%	-0.2%	0.0	-4%	10%	nt	10%

# Additional records
mol	ATXN viability	ATXN2 expr inh	EPAC2 ag	Nrf2 activator	IL-2 act	TGFb inhibitor	A549 tox	Nrf2 block	HepG2 viability
CCOC(=O)CC1C(=O)NCCN1C(=O)c1ccc(Cl)cc1 (centres undefined)	i	0%	13%	-0.5%	0.6	0%	6%	13%	-32%
O=C(NC1CCCN(Cc2ccc(Cl)cc2)C1)c1cccc(N2CCCC2=O)c1 (centres undefined)	?	-2%	-9%	0.1%	-3.2	?	-3%	?	3%
CCN(CC)C(=O)Cn1cc(C(=O)C(=O)N2CCN(c3ccccc3)CC2)c2ccccc21	i	-2%	2%	-0.6%	-1.2	1%	1%	5%	1%
CSC1=NCCN1C(=O)Cc1ccc(-c2ccccc2)cc1	i	?	-13%	0.1%	-6.8	0%	?	?	0%
CC(C(=O)NCC1CCCO1)N(C(=O)c1snc(C(N)=O)c1N)c1ccccc1 (centres undefined)	?	13%	1%	0.3%	-0.1	-6%	nt	12%	-20%
CC(C(=O)Nc1ccc2c(c1)OCCO2)N(C)CC(=O)Nc1ccccc1Br (centres undefined)	i	6%	-1%	-0.7%	-0.6	?	-5%	-18%	-25%
COc1ccc(CCN(C)C(=O)C(CCSC)NC(=O)c2ccco2)cc1OC (centres undefined)	i	-8%	0%	0.1%	-0.4	-1%	2%	0%	4%
Cc1cc(NC2CCCCC2)nc(-c2ccccc2O)n1	i	15%	-19%	4.5%	-0.3	?	-3%	?	-8%
CCc1ccc(CN(Cc2ccco2)C(=O)c2ccc(OC)cc2)cc1	nt	nt	nt	4.0%	nt	0%	-1%	-21%	-48%
CN(CCC1CCCCO1)C(=O)CCc1nnc(CCCCc2ccccc2)o1 (centres undefined)	nt	nt	-1%	2.5%	-0.6	-5%	-3%	8%	0%
COc1ccc(N(CC(=O)NCCSCc2cccc(Cl)c2)S(C)(=O)=O)cc1	i	-4%	2%	0.1%	-2.7	2%	4%	-11%	-4%
Cc1nc2nc(C(F)(F)F)[nH]n2c(=O)c1Cc1ccccc1	i	6%	nt	0.8%	nt	4%	13%	nt	2%
O=c1c2c(O)cc(O)cc2oc2ccc(O)c(O[C@@H]3O[C@H](CO)[C@@H](O)[C@H](O)[C@H]3O[C@H]3O[C@H](CO)[C@@H](O)[C@H](O)[C@H]3O)c12	i	-9%	4%	0.6%	0.1	-11%	-4%	5%	-2%
Cc1ccc(N2C(=O)c3cccc4c(N)ccc(c34)C2=O)c2cccnc12	i	nt	100µM*	-1.2%	317*	379%[activator]	?	?	0%
O=C(Nc1ccc2nccnc2c1)c1ccco1	i	nt	3%	11%	0.2	-2%	-7%	13%	-6%
CCc1ccc(CN2CCC(n3nccc3NC(=O)c3ccccc3)CC2)o1	i	1%	-1%	15%	-2.6	2%	1%	14%	-13%
CCc1cccc(C)c1NC(=O)COC(=O)c1cc([N+](=O)[O-])ccc1N1CCOCC1	i	-1%	10%	0.1%	-2.2	-14%	-14%	-10%	4%
Cc1cccc(CC(=O)Nc2ccc(C(=O)N3CCCCC3)cc2)c1	i	2%	-6%	-0.5%	-2.3	-34%	12%	20%	-15%
O=C(CCn1cnc2ccccc2c1=O)Nc1ccc(S(=O)(=O)N2CCCC2)cc1	i	3%	4%	0.1%	0.1	0%	3%	-3%	5%
COc1ccc(S(=O)(=O)NCCc2cn3nc(C)c(C)nc3n2)cc1F	i	0%	5%	-1.2%	-1.7	3%	15%	-9%	8%

# Gathered by group, the entries above containing bromine.
mol	ATXN viability	ATXN2 expr inh	EPAC2 ag	Nrf2 activator	IL-2 act	TGFb inhibitor	A549 tox	Nrf2 block	HepG2 viability
Cc1cc(S(=O)(=O)NC(=O)[C@H]2O[C@@H](n3cnc4c(N)ncnc43)[C@H](O)[C@@H]2O)ccc1Br	i	11%	-2%	0.3%	0.1	2%	nt	nt	-4%
CC(C(=O)Nc1ccc2c(c1)OCCO2)N(C)CC(=O)Nc1ccccc1Br (centres undefined)	i	6%	-1%	-0.7%	-0.6	?	-5%	-18%	-25%

# (listing goes on)
mol	ATXN viability	ATXN2 expr inh	EPAC2 ag	Nrf2 activator	IL-2 act	TGFb inhibitor	A549 tox	Nrf2 block	HepG2 viability
CCn1c(O)c(/C=C2\C=Nc3ccccc32)sc1=Nc1ccc(C)cc1	?	?	-4%	-0.3%	1.3	13%	-18%	?	-3%
CCOc1ccc2nc(NC(=O)CN3CCC(n4nnc5cc(F)ccc54)CC3)sc2c1	i	-29%	12%	-0.5%	-3.4	?	?	?	-32%
CCOC(=O)[C@]12CCC=C1N(Cc1ccc(Cl)cc1Cl)C(=O)[C@H](CC(=O)NCC13CC4CC(CC(C4)C1)C3)C2	?	-5%	4%	3.7%	-1.2	nt	nt	nt	nt
COc1ccccc1-c1sc2cc3c(cc2c1C#Cc1ccccn1)OCO3	i	33%[activator]	12%	5.2%	-0.7	?	7%	?	-3%
CC(C)C(=O)Nc1cccc(C(=O)NCc2ccc3c(c2)OCO3)c1	i	-9%	3%	0.2%	-3.3	1%	2%	1%	0%
C=CC[C@@H](CC(=O)N(CCO)Cc1ccccc1)C(=O)N[C@H](COC(=O)[C@@H](CC=C)Cc1ccc(F)cc1)Cc1c[nH]c2ccccc12	?	0%	-8%	-2.1%	-0.7	?	?	?	-13%
CCNC(=O)CN1C(=O)NC2(CCCc3cc(OC)ccc32)C1=O (centres undefined)	i	-7%	3%	-0.6%	0.8	5%	6%	nt	6%
O=C(CCCOc1ccccc1)Nc1nccs1	i	0%	5%	0.9%	7.4	-26%	0%	6%	0%

# Screening data: PubChem, National Center for Advancing Translational Sciences (NCATS)

# Rows were taken by chance (roughly 4.3% active in at least one column).
